Source: PubChem (The Scripps Research Institute Molecular Screening Center)
GAA850 FXN act – activators of GAA850 frataxin (FXN) promoter | HEK293 lucGAA850 FXN promoter luciferase reporter, 24 h; percent of 10 µM SAHA response | activation, % at 6 µM | 360,000 compounds, 0.56% hits | AID 540364;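 active = activation above the average of all compounds screened plus 3 SD, cutoff fixed separately per campaign, cut at about 7.5% in these data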;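 also: 0% = DMSO wells and 100% = 10 µM SAHA wells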
ADAM17 inh – ADAM17 inhibition, QFRET primary screen. P78536. recombinant ADAM17, EDANS/DABCYL FRET peptide cleavage. inhibition, % at 6.95 µM. 370,000 compounds, 0.83% hits. AID 720648;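 active = inhibition above the mean of compounds lying between control limits plus 3 SD, set per campaign, cut at about 8.5% in these data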;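 also: 0% = DMSO-only wells as the low control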
DAX1 inh-1 – DAX1 (NR0B1) inhibition, primary screen; HEK293T StAR-luciferase reporter, SF-1/DAX-1 repression relief; inhibition, % at 6.8 µM; 370,000 compounds, 1.1% hits; AID 652010;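 active = inhibition above the mean over all tested compounds plus 3 SD, cut at about 3.6% in these data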;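 also: 0% = DAX-1 cells with DMSO and 100% = cells lacking DAX-1 with DMSO; higher inhibition means more luminescence from relief of DAX-1 repression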
ssDAF12 agonist – activators of S. stercoralis DAF-12 nuclear receptor; AID 652126; HEK293 ssDAF-12/GRIP1 lit1-tk-luc reporter, luminescence; % of 3 µM dafachronic acid response; activation, % at 6.8 µM; 370,000 compounds, 1% hits;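 active = activation above the mean over all tested compounds plus 3 SD, cut at about 0.9% in these data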;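 also: 0% = DMSO-only wells and 100% = 3 µM delta7-dafachronic acid wells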
hgDAF-12 ag – hgDAF-12 agonism, primary luciferase screen | HEK293 GAL4-hgDAF12 UAS-luciferase reporter, agonist luminescence; normalized to butyrate control | activation, % at 6.8 µM | 370,000 compounds, 1.8% hits | AID 687014;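 active = activation above a cutoff set at the mean of all screened compounds plus 3 SD, cut at about 10% in these data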;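 also: 0% = DMSO wells and 100% = sodium butyrate wells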
DAX1 inh-2 – inhibitors of human orphan nuclear receptor DAX1 (NR0B1) | P51843 | HEK293 Gal4-DAX1 luciferase reporter, luminescence | inhibition, % at 6.75 µM | 340,000 compounds, 0.99% hits | AID 504766;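 active = inhibition above the mean over all tested compounds plus 3 SD, cut at about 4.2% in these data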;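 also: 0% = DAX1-transfected cells with DMSO and 100% = empty-vector control cells with DMSO; inhibition shows as a rise in luminescence from relieved DAX1 repression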
PLC-beta3 inh – inhibitors of human phospholipase C beta3 | Q01970 | Purified PLC-beta3, fluorogenic substrate, fluorescence | inhibition, % at 12.2 µM | 370,000 compounds, 0.18% hits; in the data active = inhibition above about 11%;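 also: 0% = median of compound wells on plate and 100% = full blocker control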
Target sequence (Q01970 whole entry, looked up): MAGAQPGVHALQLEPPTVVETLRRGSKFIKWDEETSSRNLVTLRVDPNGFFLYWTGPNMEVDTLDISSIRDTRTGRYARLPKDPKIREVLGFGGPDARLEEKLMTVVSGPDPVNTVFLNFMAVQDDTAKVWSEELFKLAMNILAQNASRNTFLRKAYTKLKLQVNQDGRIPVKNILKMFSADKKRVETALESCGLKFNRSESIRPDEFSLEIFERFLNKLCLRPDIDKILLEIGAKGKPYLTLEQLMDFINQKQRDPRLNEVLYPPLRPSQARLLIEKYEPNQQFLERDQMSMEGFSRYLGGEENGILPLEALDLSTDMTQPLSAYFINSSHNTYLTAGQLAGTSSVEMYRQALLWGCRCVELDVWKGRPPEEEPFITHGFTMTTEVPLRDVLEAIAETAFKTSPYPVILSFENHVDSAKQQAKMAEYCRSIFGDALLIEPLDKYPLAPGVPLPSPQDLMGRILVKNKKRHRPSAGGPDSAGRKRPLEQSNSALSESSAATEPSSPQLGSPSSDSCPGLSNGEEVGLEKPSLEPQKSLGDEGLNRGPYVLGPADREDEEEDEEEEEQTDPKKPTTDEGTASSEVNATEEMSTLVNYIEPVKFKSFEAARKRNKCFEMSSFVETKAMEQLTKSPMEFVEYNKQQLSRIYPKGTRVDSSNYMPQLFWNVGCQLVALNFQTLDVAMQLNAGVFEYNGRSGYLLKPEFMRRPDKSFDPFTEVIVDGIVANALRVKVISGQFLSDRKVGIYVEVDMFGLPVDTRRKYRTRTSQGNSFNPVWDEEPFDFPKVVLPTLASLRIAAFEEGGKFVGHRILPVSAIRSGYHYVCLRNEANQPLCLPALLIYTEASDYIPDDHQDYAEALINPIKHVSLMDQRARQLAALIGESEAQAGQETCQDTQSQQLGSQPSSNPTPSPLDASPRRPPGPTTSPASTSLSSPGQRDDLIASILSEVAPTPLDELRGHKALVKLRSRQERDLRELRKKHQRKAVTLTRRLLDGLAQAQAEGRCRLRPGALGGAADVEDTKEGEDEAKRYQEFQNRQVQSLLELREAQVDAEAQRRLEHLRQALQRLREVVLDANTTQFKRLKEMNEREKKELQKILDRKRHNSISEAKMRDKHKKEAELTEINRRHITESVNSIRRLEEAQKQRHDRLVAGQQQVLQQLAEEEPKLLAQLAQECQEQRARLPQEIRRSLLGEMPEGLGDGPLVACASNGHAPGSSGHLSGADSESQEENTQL
sPLA2-III inh – Blocks human group III sPLA2 activity | Q9NZ20 | QFRET BODIPY PC-A2 liposome hydrolysis, fluorescence | inhibition, % at 12.2 µM | 370,000 compounds, 0.56% hits | AID 743126;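 active = inhibition above mean plus 3 SD of compounds lying within the high and low control bounds, cut at about 19% in these data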;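 also: 0% = median of test compound wells and 100% = no enzyme DMSO wells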
hcDAF-12 act – H. contortus DAF-12 activation, primary screen. 370,000 compounds, 1.4% hits. activation, % at 6.8 µM. AID 652067. HEK293 hcDAF-12 lit1-tk-luc reporter, luminescence; 0% DMSO, 100% Δ7-dafachronic acid;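 active = activation above the mean of all tested compounds plus 3 SD, cut at about 5.5% in these data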;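 also: 100% = response to 3 µM Δ7-dafachronic acid high control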
ADAM10 inh – inhibits human ADAM10; O14672; recombinant ADAM10, EDANS/DABCYL FRET peptide cleavage, 3 h; inhibition, % at 7 µM; 370,000 compounds, 0.62% hits; AID 720582;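 active = inhibition above a per-campaign cutoff equal to the mean of compounds falling between control-based bounds plus 3 SD, cut at about 20% in these data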;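 also: 0% = DMSO wells while the 100% control is not disclosed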
PLCg1 inh – blocks human PLC-gamma1 enzyme activity; P19174; inhibition, % at 12.2 µM; 370,000 compounds, 0.84% hits; AID 720700; purified PLC-gamma1, fluorogenic substrate, fluorescence; in the data active = inhibition above about 9.5%
An asterisk follows results filed as active; i = inactive; . = no result given.

SMILES	GAA850 FXN act	ADAM17 inh	DAX1 inh-1	ssDAF12 agonist	hgDAF-12 ag	DAX1 inh-2	PLC-beta3 inh	sPLA2-III inh	hcDAF-12 act	ADAM10 inh	PLCg1 inh
CC(NC(=O)NC(=O)c1cccc([N+](=O)[O-])c1)C1CC1 (stereo not given)	0.5	1	1.2	-0.7	-0.1	0.1	1	-1	-1.4	-2	4
O=C(N/N=C/C=C/c1ccccc1)c1ccccc1Br	2.7	-2	0.6	-0.5	0.8	2.4	1	3	1.0	-5	1
CC(=O)N1CCOc2ccc(S(=O)(=O)NCC3CCC(C(=O)Nc4ncccc4C)CC3)cc21 (stereo not given)	-0.3	-1	-0.1	-0.4	-0.7	0.1	-9	10	-3.0	-5	1
CC(C)Oc1cccc(C(=O)C2CCCN(C(=O)c3noc4c3CCCC4)C2)c1 (stereo not given)	2.6	-2	-0.5	-2.1	-3.0	-2.8	-1	6	-2.2	-1	-2
COc1cc(C(=O)Nc2nccs2)ccc1OCc1c(C)noc1C	-3.5	-5	-0.9	-1.3	-2.6	-1.0	-11	0	-1.3	-4	-8
Cc1ccc(C(=O)/C=C/Nc2ccc(S(=O)(=O)Nc3cc(C)nc(C)n3)cc2)cc1	1.5	-6	0.0	-0.2	0.1	0.7	-105	-26	-1.0	-41	-67
O=C(CCC1CCCN(C(=O)c2ccc(F)c(F)c2)C1)N1CCN(c2ccccn2)CC1 (stereo not given)	0.8	-8	-0.7	-0.9	-2.6	-0.6	-7	-5	-0.8	-17	0
COC(=O)N1C(=O)[C@](c2ccccc2)(C2CCCC2)N1C(=O)OC	2.4	-7	-1.1	-1.1	-2.6	-1.0	5	13	-0.4	-6	7
CC1=CC(=O)OC1Cc1ccncc1 (stereo not given)	1.2	-4	-0.9	-1.0	0.9	-0.1	1	6	0.2	-1	-1
COC(=O)CC1SCCNC1=O (stereo not given)	-1.5	-4	-0.1	-0.7	1.7	-0.6	2	2	-1.3	-1	0
CCOC(=O)C1CCN(CC(O)COc2ccc(C(=O)CC)cc2)CC1 (stereo not given)	0.7	-2	-0.3	-1.4	1.2	2.4	0	5	-0.6	-6	1
Cc1cccc(C(=O)OC2CCN(C)CC2)c1	0.8	-1	-0.3	-1.2	0.2	2.6	0	1	-0.7	-4	-1
Cc1c2cnn(CC(=O)NCc3ccccn3)c(=O)c2c(C)n1Cc1ccccc1	0.3	-8	-0.1	-1.2	1.4	-0.8	-2	6	-0.6	-11	1
Cc1cc(C)cc(OCC(=O)OCC(=O)NCc2cccs2)c1	1.0	-4	0.2	-1.3	-3.1	3.1	-2	1	-0.3	5	-1
Cc1ccccc1NC(=O)c1c(-c2ccccc2)noc1C	-2.9	-4	-0.7	-1.3	-2.7	-1.5	1	-7	-2.1	-8	3
COCCc1nnc(NC(=O)C23CC4CC(CC(C4)C2)C3)s1	0.4	1	0.8	-1.4	0.2	-1.1	1	4	-0.9	0	4
O=C(O)CSc1nc(-c2ccccc2)nc2c1CCCC2	2.2	-6	0.5	-1.7	1.7	-0.5	-13	8	-1.5	-4	-2
NC(=O)c1cc2cc(Br)ccc2o/c1=N/NC(=O)c1cccc(F)c1	0.9	-1	-0.1	-0.9	1.7	-0.6	-5	0	-0.8	1	-3
CCCCC(=O)Nc1ccc(NC(=O)c2ccc(C)c([N+](=O)[O-])c2)cc1OC	1.7	-3	-0.8	-1.5	-2.2	0.2	-2	5	1.4	-4	0
COC[C@@H]1CCCN1c1ccc2c(c1)O[C@H]1CCN(C1)S2(=O)=O	.	-1	-0.2	-1.4	-1.7	.	3	-1	-0.4	-1	-3
Cc1sc2nc(SCC(=O)NCc3ccco3)n(CCc3ccccc3)c(=O)c2c1C	-1.9	-1	0.0	-0.5	-1.4	-0.4	-3	0	0.3	-4	0
O=C(CN(C1CCCCC1)S(=O)(=O)c1ccccc1)NCC1CCCO1 (stereo not given)	-0.7	-1	0.1	-0.2	1.1	2.2	1	4	-1.7	1	2
COc1ccc(C(C)=O)cc1CN1C(=O)NC2(CCCCC2)C1=O	0.3	-5	0.8	-1.5	1.2	-0.4	1	5	-2.4	-3	3
Cc1nn(-c2ccccc2)c(C)c1/C=C1\C(=O)N(C)C(=S)N1C	2.8	4	0.0	-1.7	-0.6	0.4	3	1	-1.3	9	3
Cc1ccccc1NC(=O)c1ccc(CN2CC(=O)N3CCCCC3C2=O)cc1 (stereo not given)	-0.3	-3	-0.2	-1.2	2.6	-0.2	-3	19*	1.9	-16	1
C=CCc1cccc(OC)c1OCCOCCNCCO	-1.3	-2	0.2	-1.0	4.8	0.4	4	-2	-0.6	1	-1
Brc1ccc(N=Nc2ccc3ccccc3n2)cc1	-6.8	-3	0.4	-0.7	0.5	-1.4	-4	3	1.2	5	2
COc1ccc(C)cc1NC(=O)COC(=O)CCC(=O)c1cccs1	-0.8	-7	-0.1	-1.3	0.0	0.8	-8	-3	-1.4	-4	-5
CCc1ccc(N(CC(=O)Nc2ccc(OC)cc2OC)S(C)(=O)=O)cc1	1.4	-3	0.6	-1.2	2.9	0.1	2	-8	0.5	-5	1
CCOC(=O)c1ccc(NC(=O)NNC(=O)CCc2ccc(OC)cc2)cc1	0.6	1	0.0	-0.6	4.8	-0.1	-3	-10	0.1	-3	0
COc1ccccc1-c1cc(NC=O)c2ncc(-c3ccc(S(C)(=O)=O)cc3)n2c1	-2.4	-255	-0.2	-1.9	5.8	.	i	-12	-2.6	i	-459
CC1(c2ccccc2)CC(=O)N(c2ccc(NC(=O)c3ccccn3)cc2Cl)C1=O (stereo not given)	.	-1	.	-2.1	-0.6	.	0	-16	-2.2	-2	0
CCCCNC(=O)C[C@@H]1C[C@@]2(C(=O)OC)CCCCC=C2N(Cc2cccc3ccccc23)C1=O	.	-2	0.4	-1.2	-2.7	.	-2	13	-1.8	-16	11*
O=C(COC(=O)c1ccc(S(=O)(=O)NCc2ccco2)cc1)NCc1ccc(F)cc1	0.9	-1	2.3	-1.5	2.2	-0.3	-3	-11	-0.8	0	-2
C/C(=N\Nc1cc(C)nc(-c2ccccc2O)n1)c1ccccc1	3.6	1	-0.7	-1.6	2.6	-0.7	-123	-3	-0.8	2	-110
COc1ccc(-c2cc(C(=O)N(C)Cc3cccc(OC)c3OC)c3ccccc3n2)cc1OC	1.0	-41	-1.4	-1.5	-4.7	-2.4	i	-4	-4.0	-104	-436
CC(C)(C)NC(=O)c1ccc(NC(=O)c2ccccc2-c2ccccc2C(=O)O)cc1	2.6	-1	-0.1	-1.9	0.8	1.5	-2	-4	-2.1	5	0
CC(C)CCc1noc(CN(CC2CCC2)CC2CCCO2)n1 (stereo not given)	0.7	-2	0.0	-1.4	1.7	-1.1	-6	8	-1.3	-11	0
COc1cc(OC)nc(S(C)(=O)=O)n1	0.6	-2	-0.3	-0.9	-0.3	1.6	1	1	0.8	3	16*
CCOC(=O)c1cc(S(=O)(=O)Nc2ccc(F)cc2F)cn1C	-1.3	-3	-0.2	-0.4	0.9	0.8	-6	-8	-1.0	0	1
COC(=O)COc1c(Cl)cc(C(c2c(C)[nH][nH]c2=O)c2c(C)[nH][nH]c2=O)cc1OC	-0.6	-5	-0.1	-1.0	0.2	0.9	-2	-21	-1.2	4	2
COc1ccc(NC(=O)CSc2ccccc2)cc1S(=O)(=O)N1CCOCC1	1.2	-1	-0.5	-0.7	3.5	0.5	-5	-4	0.3	-8	1
O=[N+]([O-])c1ccc(N/N=C/c2sc(N3CCOCC3)nc2-c2ccccc2)c(S(=O)(=O)Nc2ccccc2Cl)c1	0.8	0	-0.3	-0.8	-0.7	3.9	5	0	2.1	4	7
CC1(C(=O)OCC(=O)Nc2ccccc2)CC1(Cl)Cl (stereo not given)	0.6	-1	0.3	0.1	3.7	0.6	-5	-4	0.3	3	0
CCOC(=O)COc1c(Br)cc(/C=C2\SC(=O)N(CC(=O)N3CCCC3)C2=O)cc1OC	1.4	-2	-0.6	-1.2	-1.0	4.7*	0	2	0.7	-6	-1
N#CC1=C2SCN(Cc3ccco3)CN2C(=O)CC1c1cccc2ccccc12 (stereo not given)	-0.2	2	-0.2	-1.8	-0.4	0.4	-3	-9	1.3	1	-3
COc1ccc(Cl)cc1NC(=S)NCCc1ccc(S(N)(=O)=O)cc1	-1.2	-1	-1.0	-1.8	-3.5	-0.6	2	1	-1.2	1	0
CC(Nc1cc(C)cc(C)c1)=[N+](C)CCNS(=O)(=O)c1ccc(Cl)cc1	-0.7	-1	-0.6	-0.6	2.5	0.1	-11	5	-1.4	-13	5
Cc1nn(C(=O)CCC(=O)NCCc2ccccc2)c2ccccc12	0.5	-1	0.4	-0.6	1.6	0.7	-4	4	1.6	7	6
Cc1c(C(=O)OCC(=O)NCC2CCCO2)cccc1[N+](=O)[O-] (stereo not given)	4.4	-2	0.1	-1.6	-1.3	0.6	3	-1	-1.5	2	2
Cc1ccccc1-n1c(SCc2c(C)noc2C)nnc1-c1cccnc1	-0.6	-3	0.7	-0.8	-3.2	1.0	-63	-3	1.2	0	-49
COc1ccc(CCNC(=O)C2CCN(Cc3nc(-c4ccc(Cl)cc4)oc3C)CC2)cc1OC	0.1	-3	-0.3	0.0	2.0	-0.9	2	-3	-0.5	-4	0
COc1ccccc1NC(=O)CCc1nnc2ccc(N3CCCCC3)nn12	-0.1	-2	0.4	-1.4	-0.1	-0.2	-8	-3	0.5	-5	-2
CCCN(CC(=O)Nc1ccccc1C)C(=O)CCCOc1ccc(Br)cc1	0.3	0	-1.9	-1.1	1.2	-0.6	-12	-7	0.9	-6	-1

sPLA2-III inh: entries above that show a hit
Structure,ADAM17 inh,DAX1 inh-1,ssDAF12 agonist,DAX1 inh-2,PLC-beta3 inh,sPLA2-III inh,hcDAF-12 act,ADAM10 inh,PLCg1 inh
Cc1ccccc1NC(=O)c1ccc(CN2CC(=O)N3CCCCC3C2=O)cc1 (stereo not given),-3,-0.2,-1.2,-0.2,-3,19*,1.9,-16,1

Record cards, as listed above.
`O=C(O)CSc1nc(-c2ccccc2)nc2c1CCCC2` is listed with GAA850 FXN act = 2.2; ADAM17 inh = -6; DAX1 inh-1 = 0.5; ssDAF12 agonist = -1.7; hgDAF-12 ag = 1.7; DAX1 inh-2 = -0.5; PLC-beta3 inh = -13; sPLA2-III inh = 8; hcDAF-12 act = -1.5; ADAM10 inh = -4; PLCg1 inh = -2
`Cc1ccccc1-n1c(SCc2c(C)noc2C)nnc1-c1cccnc1` is listed with GAA850 FXN act = -0.6; ADAM17 inh = -3; DAX1 inh-1 = 0.7; ssDAF12 agonist = -0.8; hgDAF-12 ag = -3.2; DAX1 inh-2 = 1.0; PLC-beta3 inh = -63; sPLA2-III inh = -3; hcDAF-12 act = 1.2; ADAM10 inh = 0; PLCg1 inh = -49
